p53 reactivation = mutant p53 re-activation in reporter cells | actives 0.063% (n = 320,000) | H1299 p53-A138V BP100-luciferase reporter, luminescence, 24 h | Potency, µM (titrated, usually from 92.2 µM), without a hit: at the top dose activity change, positive = activation, usual class: activators | AID 504706; also: potency is read from the fitted curve at half-maximal effect; % of control where 0% means no effect; nearly all actives have a fitted effect of over 45% in size
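p53-null H1299 cells stably carrying temperature-sensitive p53-A138V and a BP100-luciferase reporter were pinned with compounds (4-point, 1:5 series) and held 24 hrs at 37 deg C. Luminescence was read 10 min after detection reagent.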
Rab9 promoter act = activates the Rab9 promoter; Huh7 Rab9 promoter-luciferase reporter, luminescence, 24 h; Potency, µM (series often up to 9.22 µM), for inactives: at the highest dose activation, negative = inhibition, hits mostly activators; actives 2.8% (n = 320,000); AID 485297; also: potency is read from the fitted curve at half-maximal effect; % of control where 0% means no effect; nearly all actives have a fitted effect of over 60% in size
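Cells were plated at 1500 per well in reduced-serum medium with 10% FBS and left 2 h. Compound in DMSO was then added for 24 h at 37 °C. Reporter signal was read by luminescence after 10 min with luciferase detection reagent.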
Gal4-VP16 FLuc = counter-screen for ROR gamma inhibitors: Gal4-VP16 reporter. Drosophila S2 Gal4-VP16 UAS-luciferase, luminescence, 20 h. Potency, µM (top dose mostly 53.6 µM), for inactives: at the highest dose activity, negative = inhibition, most hits filed as inhibitors. actives 3.5% (n = 310,000). AID 2546;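 also: Gal4-VP16 expression switched on by copper sulfate through the metallothionein promoter; potency is read from the fitted curve at half-maximal effect; % is scaled to controls: 0 for no effect and ±100 for the full control effect; nearly all actives have a fitted effect of over 50% in size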
BRCA1 expr up = activators of BRCA1 expression | MCF7-BRCA1-FFLuc reporter, luminescence, 48 h; response scale: scaled: vehicle 0%, 10 µM genistein 100% | Potency, µM (series often up to 46.1 µM), for the others: at the highest dose activation, actives largely listed as activators | actives 1.1% (n = 380,000); also: potency is read from the fitted curve at half-maximal effect; nearly all actives have a fitted effect of over 80% in size; some results filed as inactive show a strong effect at the top dose
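48 h compound treatment of MCF7-BRCA1-FFLuc cells (phenol-red free MEM, 37 °C), then 15 min with luciferase substrate and luminescence imaging.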
FLuc modulator = inhibits or activates purified firefly luciferase, miR-21 counter-screen; P08659; purified FLuc, Km substrates, luminescence inhibition; Potency, µM (highest dose often 57.5 µM), without a hit: at the highest dose activity change, negative = inhibition, usual class: inhibitors; actives 6.9% (n = 360,000); AID 588342;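 also: potency is read from the fitted curve at half-maximal effect; plate controls were vehicle for no effect and reference inhibitor for full effect; nearly all actives have a fitted effect of over 55% in size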
Target sequence (P08659 whole entry, looked up): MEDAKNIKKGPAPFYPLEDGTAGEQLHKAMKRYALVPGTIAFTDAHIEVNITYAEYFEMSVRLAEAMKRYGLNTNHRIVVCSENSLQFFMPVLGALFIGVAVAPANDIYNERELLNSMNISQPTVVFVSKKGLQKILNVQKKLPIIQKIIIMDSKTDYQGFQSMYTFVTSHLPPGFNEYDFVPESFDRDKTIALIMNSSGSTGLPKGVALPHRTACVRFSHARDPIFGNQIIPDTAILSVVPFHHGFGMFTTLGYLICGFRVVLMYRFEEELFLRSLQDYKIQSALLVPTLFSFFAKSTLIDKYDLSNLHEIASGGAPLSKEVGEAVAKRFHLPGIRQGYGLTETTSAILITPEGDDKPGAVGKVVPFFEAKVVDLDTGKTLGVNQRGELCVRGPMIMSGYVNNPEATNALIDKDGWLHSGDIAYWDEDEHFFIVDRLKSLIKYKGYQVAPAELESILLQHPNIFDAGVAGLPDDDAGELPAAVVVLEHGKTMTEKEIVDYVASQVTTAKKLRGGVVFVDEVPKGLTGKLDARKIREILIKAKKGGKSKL
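Purified P. pyralis luciferase, 10 nM final, with Km-level 10 uM D-luciferin and 10 uM ATP in 50 mM Tris acetate pH 7.5, 10 mM Mg acetate, 0.01% Tween-20, 0.05% BSA; 6-point qHTS titration about 60 µM downward; luminescence read.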
ELG1 DNA repair = ELG1-dependent DNA repair inhibition; HEK293T ELG1-luciferase reporter, luminescence, 16 h; DNA damage induced by 5-fluorouridine; Potency, µM (highest dose often 46.1 µM), for the others: at the top dose activity change, negative = inhibition, most hits filed as inhibitors; actives 2.3% (n = 330,000); AID 504467; also: potency is read from the fitted curve at half-maximal effect; % is scaled to controls: 0 for no effect and ±100 for the full control effect; nearly all actives have a fitted effect of over 55% in size
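Reporter activity after DNA damage by 5-fluorouridine is monitored. Compound-treated cells incubate 16 hr at 37 °C, then ONE-Glo is added for 30 min before luminescence reading.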
TRPV1 agonist = agonists of human vanilloid receptor 1 (TRPV1). Q8NER1. TRPV1-expressing cells, Fluo-8 calcium influx, agonist mode. activation, % at 8.33 µM. actives 0.19% (n = 320,000); in the data active = activation above about 80%; inconclusive = between about 30% and that limit; also: 0% is about no effect
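Cells expressing TRPV1 were dye-loaded with Fluo-8 and read kinetically: 10 s baseline, 3 min after compound (agonist portion), then 2 min after EC20 capsaicin (allosteric enhancer portion). Calcium-bound dye fluorescence at 480/520 nm.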
RORgamma inh = ROR gamma (mouse) transcription inhibition | P51450 | Drosophila S2 Gal4-RORgamma UAS-luciferase reporter, 20 h | Potency, µM (titrated, usually from 53.6 µM), without a hit: at the top dose activity change, negative = inhibition, actives largely listed as inhibitors | actives 5.4% (n = 310,000); also: potency is read from the fitted curve at half-maximal effect; % is scaled to controls: 0 for no effect and ±100 for the full control effect; nearly all actives have a fitted effect of over 60% in size
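Using a luciferase readout, inhibitors were identified by reduced reporter activity in Drosophila cells coexpressing a copper-inducible Gal4–ROR gamma fusion and UAS-driven Photinus luciferase, incubated 20 hr after 700 uM copper sulfate.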
ELG1 genotoxic = induces genotoxicity in HEK293T cells with luciferase-tagged ELG1. HEK293T ELG1-luciferase reporter, luminescence, 16 h. AID 504466. Potency, µM (highest dose often 46 µM), for inactives: at the highest dose activity change, positive = activation, most hits filed as activators. actives 1.3% (n = 330,000); also: potency is read from the fitted curve at half-maximal effect; % of control where 0% means no effect; nearly all actives have a fitted effect of over 60% in size
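Step 1: seed 2,000 HEK293T ELG1-luciferase cells per well. Step 2: add compound or DMSO, incubate 16 hr at 37 °C. Step 3: ONE-Glo, 30 min at room temperature, read luminescence.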
Tb PFK inh = blocks T. brucei phosphofructokinase; actives 0.17% (n = 330,000); AID 485367; T. brucei PFK, ADP-Glo luminescence; O15648; Potency, µM (top dose mostly 57.5 µM), inactives show top-dose activity, negative = inhibition, hits mostly inhibitors;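 also: potency is read from the fitted curve at half-maximal effect; 0% = uninhibited 1x PFK enzyme wells and -100% = no-enzyme wells; nearly all actives have a fitted effect of over 60% in size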
Target sequence (O15648 whole entry, looked up): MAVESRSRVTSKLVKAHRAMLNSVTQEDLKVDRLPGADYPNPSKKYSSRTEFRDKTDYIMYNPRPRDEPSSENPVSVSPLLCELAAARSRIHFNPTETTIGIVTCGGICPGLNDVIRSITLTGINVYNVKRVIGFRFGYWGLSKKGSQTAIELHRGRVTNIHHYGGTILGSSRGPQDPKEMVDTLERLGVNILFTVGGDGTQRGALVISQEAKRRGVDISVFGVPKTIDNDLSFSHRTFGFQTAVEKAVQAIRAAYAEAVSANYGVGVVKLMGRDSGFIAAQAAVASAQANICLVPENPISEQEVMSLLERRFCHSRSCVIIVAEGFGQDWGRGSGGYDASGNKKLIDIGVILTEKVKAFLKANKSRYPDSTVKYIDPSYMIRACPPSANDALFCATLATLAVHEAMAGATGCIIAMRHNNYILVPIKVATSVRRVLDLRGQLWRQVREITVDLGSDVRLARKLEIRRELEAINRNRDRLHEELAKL
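In TEA buffer at pH 8.0 with 5 mM MgCl2, enzyme (1.25 nM) converted F6P (0.5 mM) and ATP (0.1 mM) for 45 min at room temperature. ADP product was read by luciferase luminescence.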
NPC1 prom act = activators of NPC1 promoter | actives 2.4% (n = 320,000) | Huh7 NPC1 promoter luciferase reporter, 24 h | AID 485313 | Potency, µM (series often up to 9.22 µM), for the others: at the highest dose activation, most hits filed as activators;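 also: potency is read from the fitted curve at half-maximal effect; % of control where 0% means no effect; nearly all actives have a fitted effect of over 60% in size; reporter is driven by a mutant NPC1 promoter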
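Readout is luciferase luminescence, reflecting NPC1 promoter activation in stably transfected Huh7 cells after 24 h compound exposure at 37 °C in reduced-serum medium with 10% FBS.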
Numbers without * were called inactive; ? = inconclusive; · = not tested or not shown; [ ] = remark or other dose. Unless noted, calls follow the shape of the dose curve; as a rule, active = well fitted curve in the direction sought with a large enough effect; inconclusive = small, poorly fitted or top-dose-only effect, or another doubt; inactive = no such curve, though single readings can be large; an effect the other way counts as inactive or inconclusive.

SMILES	p53 reactivation	Rab9 promoter act	Gal4-VP16 FLuc	BRCA1 expr up	FLuc modulator	ELG1 DNA repair	TRPV1 agonist	RORgamma inh	ELG1 genotoxic	Tb PFK inh	NPC1 prom act
Cc1nn(C)c(Cl)c1CN1CCCC(C(=O)Nc2ccc(-c3cscn3)cc2)C1 (configuration not stated)	-30.8%[inhibitor]	4.3%	9.6%	-2.6%	1.6%	?	?	-1.4%	-17.1%	0.5%	-0.4%
O=C(NCCc1ccccc1)C(=O)NCC1OCCCN1S(=O)(=O)c1ccc(F)cc1 (configuration not stated)	-7.9%	-5.2%	2.1%	-28.8%	1.9%	-5.8%	-1.9	16.0%	-0.9%	-0.2%	-0.6%
CN(C(=O)COC(=O)/C=C/c1ccc2ccccc2n1)C1CCS(=O)(=O)C1 (configuration not stated)	2.1%	-5.3%	4.3%	-45.0%	-7.6%	?	-6.4	-8.7%	-11.4%	-5.2%	-3.1%
Cc1ccccc1N1CCN(C2CCCN(C(=O)c3ccc(Cl)s3)C2)CC1 (configuration not stated)	-3.7%	-1.3%	-5.2%	-23.2%	0.5%	?	12.1	16.7%	-12.0%	0.3%	2.7%
CCOc1ccccc1NC(=S)NCc1cccn1C	-3.2%	4.9%	20µM*	-1.0%	1.9%	-1.9%	-5.3	11.2µM*	-6.6%	2.1%	-2.5%
COc1ccc(Cl)cc1NC(=O)c1sc2nc(C)nc(N3CCOCC3)c2c1C	-0.4%	-0.5%	-5.8%	53.3%	0.8%	2.2%	-6.3	-0.5%	9.8%	4.6%	-1.6%
CN1CCN(C(=S)Nc2ccc(Cl)c(Cl)c2)CC1	-5.6%	-3.8%	-2.1%	-15.5%	-14.1%	-11.2%	1.7	-27.9%	-1.2%	-24.5%	-2.5%
CN(C(=O)CN1C(=O)c2cc(Cl)c(Cl)cc2C1=O)C1CCS(=O)(=O)C1 (configuration not stated)	4.1%	-3.9%	·	-4.3%	3.7%	-5.3%	1.4	·	2.0%	-2.3%	-3.0%
O=C(Cn1c(=O)n(Cc2ccco2)c(=O)c2ccccc21)NCC1CCCO1 (configuration not stated)	-2.7%	-4.3%	-16.6%	4.5%	12.1%	13.5%	2.6	-31.5%	3.6%	0.6%	-2.3%
COc1ccc(NC(=O)/C=C/c2cc(Br)ccc2OC)cc1	-3.6%	6.5%	-2.9%	-21.8%	?	?	?	?	-7.3%	2.1%	12.3%
COc1ccc(C2CC(=O)c3sc(NC(C)=O)nc3C2)cc1 (configuration not stated)	?	23.9%	-7.0%	51.6%	26.9µM*	?	2.3	34.7%	?	2.5%	26.2%
COC(=O)C(NC(=O)C(C)Oc1ccccc1)C(C)C (configuration not stated)	30.2%	1.6%	5.0%	1.0%	6.4%	8.0%	-22.4	-2.6%	2.0%	0.0%	-4.5%
COc1ccc(CCn2ccc(O)c(Cc3c(F)cccc3Cl)c2=O)cc1OC	-0.4%	-2.4%	-5.9%	-11.7%	-2.3%	?	0.2	-11.1%	-2.3%	-6.5%	-2.6%
COc1ccc(OC)c(NC=C2C(=O)OC(C)(C)OC2=O)c1	-2.4%	-5.6%	-1.2%	-6.3%	-5.2%	?	-1.3	-30.0%	-1.5%	-0.2%	8.7%
CCOC(=O)N1CCC(NC(=O)c2ccccc2C(=O)O)CC1	1.5%	0.3%	2.5%	-21.0%	3.3%	4.6%	-2.1	2.7%	0.7%	0.6%	-1.0%
O=C(COC(=O)/C=C/c1ccc([N+](=O)[O-])cc1)NCC1CCCCC1	1.2%	·	·	-26.8%	·	?	·	·	-0.8%	3.3%	·
CN(CC1CCCO1)S(=O)(=O)c1ccc(C(=O)Nc2ccc(S(N)(=O)=O)cc2)cc1 (configuration not stated)	-18.7%	20.9%	1.5%	1.9%	1.6%	9.4%	0.4	30.9%	0.4%	1.8%	-1.8%
CCOC(=O)c1[nH]c2ccc(OC)cc2c1NC(=O)c1cccc(OC)c1	-2.5%	5.1%	-1.2%	2.2%	-9.7%	13µM*	?	-2.4%	-3.0%	-0.4%	0.2%
COc1cccc(NC(=O)CCc2nnc3ccc(N4CCC(C)CC4)nn23)c1	-5.1%	-1.5%	-2.3%	-0.6%	0.7%	-10.8%	2.0	-0.9%	-2.0%	-5.6%	-0.9%
Cc1ccc2nc(CSc3nc(C)nc4c3oc3ccccc34)[nH]c2c1	-2.2%	·	·	-69.7%	·	?	·	·	-2.1%	6.2%	·
O=C(CSc1nc2[nH]ncc2c(=O)[nH]1)Nc1ccc(Cl)cc1	3.1%	2.2%	·	4.4%	-3.9%	-1.7%	-4.0	·	-0.1%	-1.5%	-1.3%
Cc1c(NC(=O)c2ccc(Cl)s2)c(=O)n(-c2ccccc2)n1C	-5.6%	-3.1%	-0.7%	-5.2%	-2.1%	0.4%	-0.2	11.5%	0.9%	0.0%	-4.7%
CCOC(=O)c1c(NC(=O)COC)sc2c1CCCC2	20.9%	0.3%	0.5%	-16.4%	3.9%	-8.0%	-6.0	3.7%	9.9%	0.0%	2.5%
CCN(CC(=O)Nc1c(F)cccc1F)C(=O)c1cccc(-n2cccc2)c1	-0.4%	0.4%	·	-19.7%	-2.9%	-0.5%	-1.5	·	-4.6%	?	-0.6%
COc1cc(S(=O)(=O)Nc2ccc3cn[nH]c3c2)ccc1Cl	0.1%	2.1%	-25.9%	-11.2%	-16.8%	?	12.2	37.9%	-5.3%	-3.4%	-4.6%
Cn1ncc(N=Cc2ccccc2[N+](=O)[O-])c1C(N)=O	7.3%	-1.9%	-11.5%	-3.1%	0.7%	-7.4%	-1.0	-3.0%	-8.4%	-3.1%	2.9%
CCCSc1nnc(-c2ccccc2N)c(=O)[nH]1	?	7.7%	13.0%	4.9%	?	?	4.2	16.6%	?	-1.1%	-0.4%
CCOC(=O)N1CCC(NS(=O)(=O)c2ccc(C#N)cc2)CC1	-2.7%	-2.0%	?	-13.8%	4.6%	2.2%	10.0	10.4%	-1.4%	0.9%	0.4%
C=CCSc1nnc(NC(=O)c2ccc(S(=O)(=O)NCC3CCCO3)cc2)s1 (configuration not stated)	-7.7%	10.5%	-3.5%	-12.4%	-1.2%	-24.2%	?	17.8%	-8.3%	-3.4%	-1.7%
Cc1cc(C(=O)COc2ccccc2C(N)=O)c(C)n1C1CC1	?	?	8.7%	?	15.1µM*	5.5%	4.4	3.2%	5.0%	18.8%	32.5%
Cc1c(NC(=O)C2CCN(S(=O)(=O)c3cccs3)CC2)c(=O)n(-c2ccccc2)n1C	0.8%	-2.6%	-14.3%	-6.9%	-0.8%	-5.2%	-4.6	7.7%	-2.1%	-3.3%	-5.9%
O=C(Nc1nnc(C23CC4CC(CC(C4)C2)C3)s1)c1ccc(N2C(=O)CCC2=O)cc1	4.1%	1.1%	4.0%	-12.7%	0.5%	?	-3.0	-6.8%	-2.2%	-14.2%	0.2%
CS(=O)(=O)N(CC(=O)Nc1ccc(CC#N)cc1)c1ccc(C23CC4CC(CC(C4)C2)C3)cc1	-1.4%	-4.8%	?	-66.3%[inhibitor]	1.1%	?	-0.7	38.3%	-11.4%	-2.6%	12.7%
CCOCCc1nnc(NC(=O)CCc2ccccc2)s1	-6.5%	5.2%	5.1%	6.6%	0.5%	3.2%	1.2	7.1%	-2.3%	-0.6%	1.3%
COc1ccc(/C=C2/C(=O)N(Cc3ccccc3)N=C2C)cc1	-5.2%	-5.6%	?	-26.5%	-12.3%	?	?	?	14.0%	?	-1.8%
CCc1ccc(-c2cc(C)no2)cc1S(=O)(=O)N1CCN(c2ccc(F)cc2)CC1	3.5%	-15.9%	3.1%	-44.9%	-0.8%	?	25.8	-2.1%	-1.7%	0.1%	-11.7%

Complete entries, quoted from the list. Screens in order: p53 reactivation | Rab9 promoter act | Gal4-VP16 FLuc | BRCA1 expr up | FLuc modulator | ELG1 DNA repair | TRPV1 agonist | RORgamma inh | ELG1 genotoxic | Tb PFK inh | NPC1 prom act
O=C(CSc1nc2[nH]ncc2c(=O)[nH]1)Nc1ccc(Cl)cc1 in the list: 3.1% | 2.2% | · | 4.4% | -3.9% | -1.7% | -4.0 | · | -0.1% | -1.5% | -1.3%
CCN(CC(=O)Nc1c(F)cccc1F)C(=O)c1cccc(-n2cccc2)c1 in the list: -0.4% | 0.4% | · | -19.7% | -2.9% | -0.5% | -1.5 | · | -4.6% | ? | -0.6%
COc1cc(S(=O)(=O)Nc2ccc3cn[nH]c3c2)ccc1Cl in the list: 0.1% | 2.1% | -25.9% | -11.2% | -16.8% | ? | 12.2 | 37.9% | -5.3% | -3.4% | -4.6%

Screening data from PubChem.
